tuberculosis growth = growth inhibition of non-replicating M. tuberculosis (AID 488890); Mycobacterium tuberculosis non-replicating, growth inhibition; higher % means a stronger effect; one-dose inhibition, % at 25 µM; IC50 in µM for titrated hits; actives 0.39% (n = 320,000); in the data active = a potency from the dose series; inconclusive = inhibition mostly from about 82% at the one dose, without a potency; inactive = the rest, 99 in 100 with inhibition below about 76%;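 note: plate controls were DMSO cells for no effect and high antibiotic wells for full effect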
PhoP GFP inhibition = Inhibition of PhoP regulon, Salmonella typhi GFP reporter cells, confirmation, 4 h (AID 1850); Salmonella Typhi PhoP-promoter GFP reporter, fluorescence, 4 h; higher % means a stronger effect; one-dose inhibition, % at 50 µM; IC50 in µM for titrated hits; actives 0.33% (n = 310,000); in the data active = a potency from the dose series; inconclusive = inhibition mostly from about 25% at the one dose, without a potency; inactive = the rest, 99 in 100 with inhibition below about 19%;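 note: 0% = induced wells with vehicle and 100% = uninduced wells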
influenza NS1A = NS1A inhibition, H1N1 influenza, cell based functional assay (AID 504329) | NS1A functional cell-based assay, percent inhibition; higher % means a stronger effect | one-dose inhibition, % at 12.5 µM; IC50 in µM for titrated hits | actives 0.3% (n = 340,000); in the data active = a potency from the dose series; inconclusive = inhibition above about 27% without an active follow-up result; note: strong numbers were not always called active
VEEV TC-83 Vero = inhibitors of VEEV TC-83 cytopathic effect, confirmation, Vero cells (AID 588727) | Vero cells, VEEV TC-83 cytopathic effect inhibition; higher % means a stronger effect | inhibition, % at 20 µM; hits with a dose series show IC50 in µM | actives 0.13% (n = 350,000); in the data active = a potency from the dose series; inconclusive = inhibition mostly from about 14% at the one dose, without a potency; inactive = the rest, 99 in 100 with inhibition below about 12%; note: strong numbers were not always called active
M. tuberculosis HTS = M. tuberculosis growth inhibition, HTS (AID 449762); M. tuberculosis H37Rv growth inhibition, 7H9 media; higher % means a stronger effect; one-dose inhibition, % at 25 µM; IC50 in µM for titrated hits; actives 0.59% (n = 330,000); in the data active = a potency from the dose series; inconclusive = inhibition above about 70% without an active follow-up result;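 note: bacterial growth assessed after seven days of incubation; strong numbers were not always called active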
VEEV TC-83 Vero 10K pilot screen = also measured in VEEV TC-83 Vero; calls as there; inhibition, %; measured here: 10K pilot screen inhibition
Active calls of the source: *; i = inactive; ? = inconclusive; nt = not tested or not shown.

SMILES	tuberculosis growth	PhoP GFP inhibition	influenza NS1A	VEEV TC-83 Vero	M. tuberculosis HTS	others
CCOP(=O)(C#CC(C)(C)C)C(C)(O)c1ccccc1 (stereo unspecified)	-10%	3%	-7%	0.7%	-3%
Cc1ccc(C(=O)N/C(=C\c2cccs2)C(=O)NCCc2c[nH]c3ccccc23)cc1	24%	-4%	4%	0.2%	-5%
NS(=O)(=O)c1ccc(CCNC(=O)c2ccccc2OCc2ccc(F)cc2)cc1	1%	8%	4%	1.8%	4%
CCCCOC(=O)c1ccc(NC(=O)c2c(OC)cccc2OC)cc1	33%	-7%	3%	0.2%	3%
O=C(c1cnc(-c2ccccc2)s1)c1ccc(Cl)cc1Cl	5%	3%	-4%	5.5%	-2%
COc1ccccc1N1CCN(C2CCCN(C(=O)C3=NN(C)C(=O)CC3)C2)CC1 (stereo unspecified)	-3%	0%	2%	1.7%	1%
Cc1[nH]c2ccccc2c1/C=N/NC(=O)CNC(=O)COc1ccccc1	-6%	-1%	-1%	3.0%	6%
COC(=O)Cc1csc(Nc2ccccc2)n1	19%	1%	-12%	0.6%	2%
C[C@H](CCCC/C=C/C(=O)O)O[C@@H]1O[C@@H](C)[C@H](O)C[C@H]1O	4%	nt	-11%	i	10%
O=C(Nc1ccc(C(F)(F)F)cc1)C1CC(=O)N(c2ccc3c(c2)OCCO3)C1 (stereo unspecified)	-7%	5%	6%	0.1%	-1%
NNC(=S)Nc1c(F)cc(F)cc1Br	10%	5%	-19%	i	-7%
CCOc1ccccc1N(C)C(=O)c1cn(C)c(=O)c2ccccc12	-5%	2%	-8%	i	-2%
O=C(OCc1ccccc1)N1CCCC1/C=C/CN1CCOCC1 (stereo unspecified)	8%	-6%	1%	0.2%	2%
O=[N+]([O-])c1ccccc1SNc1ccc(Br)cn1	0%	-1%	5%	11%	-3%
CC1CC(c2ccccc2)=Nc2ccccc2N1 (stereo unspecified)	25%	-4%	-13%	3.0%	-3%
CCOc1cc(-c2nc(-c3ccccc3)c(-c3cc([N+](=O)[O-])ccc3C)[nH]2)ccc1O	6%	0%	5%	5.8%	17%
CCCN(CCC)c1ccc(CC(=O)NC(C)Cc2ccccc2)cc1 (stereo unspecified)	40%	-5%	5%	0.9%	-3%
C/C=C/COC(=O)c1[nH]c2c(c1C)C(=O)CC(c1ccc(N(C)C)cc1)C2 (stereo unspecified)	?	2%	8%	7.7%	67%
COCCNC(=O)C(=O)Nc1cc2c3c(c1)CC(=O)N3CCC2	-11%	2%	5%	i	0%
Cc1cc(OCC(=O)Nc2ccc3c(c2)OCCO3)cc(C)c1Cl	56%	7%	4%	7.1%	-2%
COc1ccc2c(c1)C[C@]1(C)c3ccccc3C(=O)N(Cc3ccccc3)[C@H]21	nt	nt	10%	i	nt
CCCc1nc2cc(Cl)c([N+](=O)[O-])cc2o1	9%	-10%	-7%	0.2%	9%
CCN1CCN(C(=O)C2CCN(C(=O)Nc3ccccc3)CC2)CC1	1%	nt	-15%	1.1%	-10%
O=C(N/N=C/c1c(O)ccc2ccccc12)c1ccc(Br)o1	<0.1µM*	-4%	-3%	13%	2%
NC(=O)c1c[nH]c2ccccc12	-5%	-10%	-3%	i	-11%

Entries from the list above with fluorine:
SMILES	tuberculosis growth	PhoP GFP inhibition	influenza NS1A	VEEV TC-83 Vero	M. tuberculosis HTS	others
NS(=O)(=O)c1ccc(CCNC(=O)c2ccccc2OCc2ccc(F)cc2)cc1	1%	8%	4%	1.8%	4%
O=C(Nc1ccc(C(F)(F)F)cc1)C1CC(=O)N(c2ccc3c(c2)OCCO3)C1 (stereo unspecified)	-7%	5%	6%	0.1%	-1%
NNC(=S)Nc1c(F)cc(F)cc1Br	10%	5%	-19%	i	-7%

Next compounds follow.
SMILES	tuberculosis growth	PhoP GFP inhibition	influenza NS1A	VEEV TC-83 Vero	M. tuberculosis HTS	others
O=C(Nc1cccc(C(=O)NC2CCCC2)c1)c1ccccc1	26%	-8%	-1%	5.6%	-2%
CC(NC(=O)COC(=O)c1ccc2c(c1)OCO2)c1ccccc1 (stereo unspecified)	8%	7%	-6%	i	-2%
Cc1nn(C(=O)c2cccc([N+](=O)[O-])c2)c(C)c1Sc1ccccc1	5%	0%	4%	i	-1%
CCC/C(=N\NC(=O)c1csc(C)c1C)c1cccs1	22%	-14%	23%	i	8%
Cc1cnc(C(=O)OCC(=O)c2ccc(F)cc2)cn1	21%	10%	-3%	1.2%	-5%
Cc1cc(C)n2nc(SCC(=O)c3c(N)n(CC(C)C)c(=O)n(C)c3=O)nc2n1	-2%	0%	8%	2.8%	-2%
COc1cccc(C(=O)N2CCN(C(=O)c3cccs3)CC2)c1OC	-16%	5%	-3%	1.4%	-19%
COC(=O)c1ccc(CNC(=O)c2ccc3c(c2)S(=O)(=O)N=C2CCCCCN23)cc1	3%	nt	-7%	0.7%	-6%
CN(C(=O)COC(=O)CNC(=O)c1ccc2ccccc2c1)c1c(N)n(Cc2ccccc2)c(=O)[nH]c1=O	-3%	-4%	-3%	1.9%	-20%
OCc1cnc[nH]1	-12%	-1%	2%	i	-2%
CCc1nc(N2CCN(Cc3ccc4c(c3)OCO4)CC2)c2oc3ccccc3c2n1	20%	1%	3%	i	?
CCOC(=O)c1sc(NC(=O)Nc2ccc(Cl)cc2)nc1C	14%	-9%	0%	2.8%	-4%
CCOc1ccccc1NC(=O)CCS(=O)(=O)c1ccc(OC)cc1	22%	-8%	2%	0.3%	1%
Cn1c(SCC(=O)Nc2ccc3[nH]c(=O)[nH]c3c2)nnc1-c1ccccc1	-2%	-7%	-8%	4.5%	-11%
COc1ccc(N(CCC#N)S(=O)(=O)c2ccc(Cl)cc2)cc1	2%	1%	2%	0.5%	-1%
CCN(C(=O)c1cc2ccccc2oc1=O)c1cccc(C)c1	10%	-1%	3%	1.9%	-5%
COc1ccc(C2=NOC(C(=O)NC(C)C)C2)cc1 (stereo unspecified)	8%	-11%	0%	i	-7%
O=C(COc1ccccc1)NC(=S)Nc1cccc([N+](=O)[O-])c1	?	10%	10%	0.4%	-2%
CCC(C)NCCCCOc1cc(C)cc(C(C)C)c1 (stereo unspecified)	10%	3%	5%	0.5%	-4%
CCOC(=O)C1(Cc2ccccc2)CCCN(Cc2ccncc2)C1 (stereo unspecified)	-6%	-12%	-9%	0.1%	-3%
O=C(CCNS(=O)(=O)c1cccc2nsnc12)NCc1cccs1	-14%	3%	2%	3.2%	-8%
Cc1cc(C)nc(SCc2ccc(C(=O)NN=C3C4CC5CC(C4)CC3C5)cc2)n1	16%	4%	-3%	1.7%	-7%
CCOC(=O)c1[nH]cnc1C(=O)NCc1ccccc1	12%	3%	-9%	i	6%	VEEV TC-83 Vero 10K pilot screen=0.7
COC(=O)CC1(C(=O)OC)Oc2ccc(Br)cc2C(=O)N1c1ccc(Br)cc1Cl (stereo unspecified)	8%	6%	2%	4.7%	2%
Nn1c(SCC(=O)Nc2cccc(C(F)(F)F)c2)nncc1=O	-2%	-3%	-4%	1.2%	3%
SMILES	tuberculosis growth	PhoP GFP inhibition	influenza NS1A	VEEV TC-83 Vero	M. tuberculosis HTS	others
CCOc1ccc(CN(C)C(=O)[C@H](Cc2ccccc2)NC(=O)OCc2ccccc2)cc1OC	5%	-3%	2%	?	-6%
COC(C(=O)C(O)C(C)O)C1Cc2cc3cc(OC4CC(OC5CC(O)C(O)C(C)O5)C(O)C(C)O4)c(C)c(O)c3c(O)c2C(=O)C1OC1CC(OC2CC(OC3CC(O)C(OC)C(C)O3)C(O)C(C)O2)C(O)C(C)O1 (stereo unspecified)	nt	nt	-3%	1.7%	nt
Cc1ccccc1-n1cc(-c2ccc(Br)cc2)nc1SCC(N)=O	11%	3%	nt	2.4%	0%
CN(C(=O)COC(=O)c1ccccc1C(=O)N1CCN(c2ccccc2)CC1)c1ccccc1	2%	12%	4%	6.3%	5%
O=c1[nH]c(CN2CCN(c3ccccn3)CC2)nc2c(Br)cc(Br)cc12	61%	0%	-3%	0.4%	?
O=C(O)c1cccc2c1C(=O)c1ccc(-c3ccc(Cl)c(C(F)(F)F)c3)cc1S2(=O)=O	47%	nt	3%	1.1%	52%
Cc1ccc(S(=O)(=O)C/N=C(/NC(=S)N(c2ccccc2)c2ccccc2)c2ccccc2)cc1	12%	-12%	-1%	i	0%
O=c1c2ccccc2nc(/C=C/c2cc(Br)ccc2O)n1CCO	19%	17%	-1%	24%	-1%
CCOc1ccccc1OCCN1CCCC1	6%	-2%	20%	0.0%	-3%
CN1CCN(c2ccc(-c3ccnn3C(=O)Nc3ccccc3)cc2)CC1	14%	-2%	7%	0.1%	-6%
CCN1CCCC1CNc1ncnc2c1[nH]c1ccc(Cl)cc12 (stereo unspecified)	33%	7%	19%	?	-6%
COc1ccc(CC(=O)NCC(=O)NC(Cc2ccccc2)C(=O)O)cc1 (stereo unspecified)	2%	7%	-20%	0.8%	7%
CC1(C)OC(=O)N(Cc2ccco2)C1(C)O (stereo unspecified)	2%	-5%	-11%	i	-1%
COCCCNC(=O)c1ccc(Cn2c(=O)c3ccccc3n(CC(=O)NCc3ccco3)c2=O)cc1	14%	9%	0%	1.4%	-1%
O=c1cc(SCc2ccc(Cl)cc2Cl)nc[nH]1	nt	nt	1%	2.0%	nt
O=C(COC(=O)Cc1ccc(Br)cc1)NC1CCCCC1	56%	-27%	-8%	i	0%
NC(=O)c1nc(C(=O)N2CCN(c3ccccc3)CC2)c2ccccc2n1	-4%	nt	-5%	0.4%	9%	VEEV TC-83 Vero 10K pilot screen=0.2
O=C(OCC#CCSc1nc2ccccc2o1)c1cc2ccccc2o1	?	-4%	-4%	i	?
O=C(CCNC(=O)Cn1cnc2ccccc2c1=O)NCCC1=CCCCC1	-12%	-4%	19%	0.2%	-4%
O=C(O)c1ccc(COCC(F)(F)F)cc1	-2%	-6%	2%	3.0%	-2%
CC(C)(C)OC(=O)C[C@H]1C/C=C\C[C@@H](CC(=O)N[C@@H](CO)Cc2ccccc2)C(=O)NC[C@H](c2ccccc2)OC1=O	24%	nt	-12%	2.5%	0%
CN(C)S(=O)(=O)c1cccc(NC(=S)N2CCc3ccccc32)c1	54%	-1%	5%	6.8%	4%
COc1ccccc1C(CNc1nc(C(F)(F)F)nc2ccccc12)N(C)C (stereo unspecified)	8%	0%	1%	i	5%
Cc1ccc2ccc(C)[n+](CCCS(=O)(=O)[O-])c2c1	13%	-6%	2%	0.7%	1%
COc1ccccc1NNC(=O)c1cccnc1Oc1ccccc1	7%	-15%	8%	1.4%	18%

Some of these compounds in order of heavy-atom count, ascending.
SMILES	tuberculosis growth	PhoP GFP inhibition	influenza NS1A	VEEV TC-83 Vero	M. tuberculosis HTS	others
NC(=O)c1c[nH]c2ccccc12	-5%	-10%	-3%	i	-11%
CCOP(=O)(C#CC(C)(C)C)C(C)(O)c1ccccc1 (stereo unspecified)	-10%	3%	-7%	0.7%	-3%
O=C(c1cnc(-c2ccccc2)s1)c1ccc(Cl)cc1Cl	5%	3%	-4%	5.5%	-2%
COCCNC(=O)C(=O)Nc1cc2c3c(c1)CC(=O)N3CCC2	-11%	2%	5%	i	0%
COCCCNC(=O)c1ccc(Cn2c(=O)c3ccccc3n(CC(=O)NCc3ccco3)c2=O)cc1	14%	9%	0%	1.4%	-1%

Next compounds:
SMILES	tuberculosis growth	PhoP GFP inhibition	influenza NS1A	VEEV TC-83 Vero	M. tuberculosis HTS	others
CC(C)Cc1nc2ccccc2[nH]1	12%	0%	-1%	i	0%
COc1ccc(Nc2cc(C(=O)NC3CCCC3)c3ccccc3n2)c(OC)c1	12%	2%	8%	4.1%	2%
CCOC(=O)CNC(=O)CSc1ccc(-c2nc3ccccc3[nH]2)cn1	2%	4%	-5%	0.3%	10%
O=S(=O)(Nc1nc2ccccc2nc1Cl)c1ccc(Cl)cc1	-3%	-13%	-2%	i	-4%
COc1ccccc1C1/C(=C(/O)c2ccc(OC(C)C)cc2)C(=O)C(=O)N1c1cc(C)on1 (stereo unspecified)	9%	8%	10%	2.6%	-7%
O=C(COC(=O)C12CC3CC(CC(O)(C3)C1)C2)Nc1ccccc1OC(F)F	4%	-2%	4%	6.0%	-10%
N#CCc1c[nH]c2ccc([N+](=O)[O-])cc12	nt	nt	3%	1.6%	nt
C#CCOC(=O)c1csc2nnsc12	69%	-3%	1%	i	-8%
O=C(O)C1=C(C2CCCCC2)C(=O)c2ccccc21	nt	nt	-1%	0.8%	nt
CC1=C(C(N)=O)C(c2ccccc2F)NC(=O)N1 (stereo unspecified)	-11%	2%	0%	1.8%	-5%
COc1ccc(S(=O)(=O)N2CCCCC2)cc1NC(=O)CNc1ccccc1N1CCCC1=O	5%	nt	-14%	4.6%	-9%
CSCC[C@H](NC(=O)N1CCn2c1nc1ccccc12)C(=O)NCc1ccc(C)cc1	4%	5%	-3%	3.2%	3%

Screens: PubChem BioAssay, Southern Research Specialized Biocontainment Screening Center
